High-throughput results from PubChem.
STEP block: STEP (human) phosphatase inhibition. AID 588621. recombinant STEP, OMFP fluorogenic substrate, fluorescence. P54829. 360,000 tested, 0.25% active. inhibition, % at 20 µM;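 active = inhibition at 20 µM, scaled per plate between control wells, above about 37%, limit read from the data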;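 note: 0% = DMSO with enzyme and substrate and 100% = substrate only without enzyme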
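material = STEP tyrosine phosphatase | reagent = fluorogenic phosphatase substrate OMFP at 25 µM final | doses = single compound dose of 20 µM, 1% DMSO final | schedule = 20 min reaction, room temperature, in the dark | measured by = fluorescence, 480/540 nm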
Tb MetRS inh: Trypanosoma brucei MetRS inhibition | purified T. brucei MetRS, ATP depletion, Kinase-Glo luminescence | inhibition, % at 11.9 µM | 360,000 tested, 0.4% active | AID 624268;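 active = inhibition above a per-plate cutoff of the control wells' mean inhibition plus 3 SD, cut at about 5.5% in these data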;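 note: 0% = DMSO wells median and 100% = median of wells with control inhibitor compound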
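Dosing: 11.9 µM compound single dose, 0.9% DMSO; Assay system: purified T. brucei MetRS enzyme; Measured by: Kinase-Glo luciferase luminescence reporting remaining unconsumed ATP; Schedule: 15 min plus 2 h at 25 °C.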
LMPTP inh: blocks human LMPTP phosphatase | P24666 | recombinant LMPTP-A, OMFP fluorogenic substrate, fluorescence intensity | inhibition, % at 20 µM | 360,000 tested, 0.22% active | AID 651560;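 active = compounds that cut the enzyme signal by at least half of the control window in the single-dose screen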;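 note: plate controls were DMSO wells with enzyme plus substrate for no effect and substrate without enzyme for full effect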
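Test system – LMPTP-A phosphatase enzyme · Quantity – 0.625 nM LMPTP-A final · Reagent – OMFP substrate, 400 µM final · Dosing – one test concentration per compound, 20 µM, with 3% DMSO overall · Timing – 50 min enzyme reaction at room temperature, protected from light · Detection – fluorescence intensity · Controls – substrate-only low control, DMSO enzyme-plus-substrate high control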
DNMT1 block: inhibitors of human DNMT1; DNMT1 molecular beacon, Hinp1I cleavage, fluorescence; AID 588458; P26358; 360,000 tested, 0.83% active; inhibition (reported as % activation of signal), % at 10 µM; in the data active = inhibition above about 50%
E coli Lon inh: inhibitors of E. coli Lon protease. 360,000 tested, 0.42% active. purified E. coli Lon protease, fluorescence polarization. inhibition, % at 7.94 µM; in the data active = inhibition above about 13%, passing the limit was not always enough;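 note: 0% = enzyme with probe and DMSO and 100% = no enzyme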
SUMO1 PPI mod: alters human SUMO1 binding to SIM partners; P63165; SUMO1 binding to a labelled peptide, TR-FRET, 1 h; inhibition, % at 20 µM; 360,000 tested, 0.33% active; AID 602429; in the data active = inhibition above about 37%
MsrA inh: inhibits bovine methionine sulfoxide reductase A | inhibition, % at 15.5 µM | 360,000 tested, 0.75% active | purified bovine MsrA, absorbance read-out; in the data active = inhibition above about 4.5%;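 note: 0% = vehicle wells with enzyme and 100% = reference inhibitor wells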
CendR NRP1 mod: NRP-1/CendR interaction modulation. 360,000 tested, 0.85% active. FAM-RPARPAR peptide binding to NRP-1, fluorescence polarization. inhibition, % at 25 µM;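 active = inhibition or corrected inhibition above about 18%, plus a signal ratio from 0.5 to 1.5, limit read from the data, passing the limit was not always enough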; note: strong numbers were not always called active
Target sequence (O14786 whole entry, looked up): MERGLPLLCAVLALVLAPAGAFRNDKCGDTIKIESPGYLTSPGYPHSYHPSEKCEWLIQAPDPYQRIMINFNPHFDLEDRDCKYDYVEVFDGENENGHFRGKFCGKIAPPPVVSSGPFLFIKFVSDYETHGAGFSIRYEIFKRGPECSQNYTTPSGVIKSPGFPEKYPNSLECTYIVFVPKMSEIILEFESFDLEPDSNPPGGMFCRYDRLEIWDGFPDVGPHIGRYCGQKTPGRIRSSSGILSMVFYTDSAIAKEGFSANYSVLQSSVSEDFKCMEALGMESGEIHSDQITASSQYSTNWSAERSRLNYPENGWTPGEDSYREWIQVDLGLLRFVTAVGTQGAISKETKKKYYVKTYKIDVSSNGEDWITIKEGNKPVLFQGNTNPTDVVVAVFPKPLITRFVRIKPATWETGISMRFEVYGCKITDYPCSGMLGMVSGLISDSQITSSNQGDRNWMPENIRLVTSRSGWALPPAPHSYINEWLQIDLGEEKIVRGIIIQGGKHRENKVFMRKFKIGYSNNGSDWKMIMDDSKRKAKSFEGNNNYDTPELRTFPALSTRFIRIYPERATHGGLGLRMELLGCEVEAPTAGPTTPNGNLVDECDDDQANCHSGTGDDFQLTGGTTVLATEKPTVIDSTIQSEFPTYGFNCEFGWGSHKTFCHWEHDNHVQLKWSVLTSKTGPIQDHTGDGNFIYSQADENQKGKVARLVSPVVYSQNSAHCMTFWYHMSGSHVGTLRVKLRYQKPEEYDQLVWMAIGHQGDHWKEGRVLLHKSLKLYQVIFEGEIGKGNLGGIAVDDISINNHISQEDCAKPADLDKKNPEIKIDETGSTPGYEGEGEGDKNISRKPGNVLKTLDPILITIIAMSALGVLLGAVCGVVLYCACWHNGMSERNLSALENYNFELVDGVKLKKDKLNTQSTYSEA
Scp1 inh: blocks human Scp-1 phosphatase activity; inhibition, % at 20 µM; Recombinant Scp1, phosphopeptide, malachite green phosphate absorbance; 340,000 tested, 0.88% active;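 active = inhibition above about 50% at 20 µM, limit read from the data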;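 note: plate controls were DMSO wells with enzyme for no effect and wells lacking enzyme for full effect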
Target sequence (Q9GZU7 76-261 limits assumed): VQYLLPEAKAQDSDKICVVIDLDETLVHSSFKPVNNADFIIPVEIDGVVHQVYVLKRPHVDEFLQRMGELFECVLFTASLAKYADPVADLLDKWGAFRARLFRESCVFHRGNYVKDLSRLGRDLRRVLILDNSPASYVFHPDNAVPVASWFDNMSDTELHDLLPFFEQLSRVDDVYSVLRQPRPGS
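Test system – truncated SCP-1 phosphatase (76-261aa) · Reagent – Phosphorylated 17-residue peptide substrate · Incubation – 45 min room-temperature reaction, 5 min colour, 30 min stabiliser · Detection – colorimetric phosphate reagent with accelerator and stabiliser, absorbance at 630 nm · Measure – % inhibition at 20 µM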
bovine MsrA act: bovine methionine sulfoxide reductase A activation; purified bovine MsrA, absorbance read-out; activation, % at 10.6 µM; 360,000 tested, 0.3% active; AID 602163; in the data active = activation above about 7.5%;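 note: 0% = vehicle and 100% = reference activator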
Starred values were filed as active, the others as inactive; x = no result given.

SMILES	STEP block	Tb MetRS inh	LMPTP inh	DNMT1 block	E coli Lon inh	SUMO1 PPI mod	MsrA inh	CendR NRP1 mod	Scp1 inh	bovine MsrA act
COc1cc2c(cc1N)-c1ccc(N)cc1C2	-6	-0.5	0.6	-12	12	-1	1.2	-13	5	-1
CN1C(=O)N(CC(=O)N2CCN(S(=O)(=O)c3ccc(Cl)s3)CC2)C(=O)C12CCCCC2	-3	-0.1	-0.1	3	0	2	-0.5	-2	5	-6
CC(=O)c1ccc(NC(=O)COC(=O)/C=C/c2cccs2)cc1	-2	-0.3	-0.1	-7	1	-28	3.7	2	-8	-5
CSc1nc(C2CC2)cc(-c2cccs2)c1C#N	1	-1.4	0.6	-1	-5	-4	1.3	2	-18	-10
CC(=O)Nc1ccc(S(=O)(=O)Nc2nc3ccccc3nc2N2CCCCCC2)cc1	-3	-0.1	1.8	-5	9	-4	0.4	2	-6	-2
CC(=O)/C(=C/N(C)C)Sc1ccc(C)cc1	-2	-1.1	-2.0	0	8	-3	0.2	-2	-3	-11
O=C(NCCc1ccccc1)c1ccc(CS(=O)(=O)c2ccc(Br)cc2)o1	0	-0.2	3.4	-1	-3	2	0.7	-2	0	-9
CCN(Cc1ccc2c(c1)OCCO2)C(=O)CSc1nc(C)nc2sc(C)c(C)c12	2	-0.4	3.5	-3	-10	2	0.9	-26	-4	-3
CCOC(=O)c1cnn(-c2ncnc3sc(CC)cc23)c1N	4	-0.3	0.8	1	4	6	0.2	0	0	0
COc1cccc(N2CCN(CC(=O)Nc3ccccc3C(=O)NCCc3ccccc3)CC2)c1	-1	0.4	3.0	5	-2	6	0.5	-2	-8	-3
CCc1nc2ccc(C(=O)Nc3cc(-c4ccccc4)ccc3OC)cn2c1N(C)Cc1ccc(OC)cc1	4	-0.1	16	-17	-1	4	1.4	2	x	-1
OC(C#CCN1CCCCC1)(c1ccccc1)c1ccccc1	2	1.0	-1.4	-1	-4	-3	-0.8	4	-9	-2
O=C(N/N=C/C=C/c1ccccc1)c1cc(C2CC2)[nH]n1	1	-0.6	-0.8	0	5	-26	3.7	-14	-7	-6
S=c1[nH]nc(COc2ccccc2)n1/N=C/c1ccccc1Cl	5	-0.7	1.6	0	0	-3	1.0	-9	-3	3
Cc1cc(C)c(NC(=O)Cn2nnc(C(=O)NCc3ccco3)c2N)c(C)c1	-5	-1.5	-0.8	5	5	10	-0.9	-1	9	-9
O=C(CSc1nnc(NC(=O)CN2CCOCC2)s1)Nc1ccccc1	0	-1.6	0.1	2	-2	1	-0.4	5	2	-11
CCOC(=O)COc1ccc(/C=C2\NC(=S)N(CC)C2=O)cc1	-2	-1.1	-2.0	-1	11	-24	0.6	3	5	-7
CCOc1ccc(/C=N/n2cnnc2)cc1	-1	-2.0	-0.6	2	-20	-2	-0.5	-3	-8	-12
CC(C)N1C(=O)CC(Nc2cccc3cccc(N)c23)C1=O (stereo unspecified)	3	-0.8	-0.7	-15	-2	-8	1.5	-4	-1	-4
O=C(NCc1cc([N+](=O)[O-])ccc1O)c1cccnc1Sc1ccccc1	2	0.0	1.0	0	1	-11	-0.7	-7	-8	-3
O=C(Cc1csc(N2CCOCC2)n1)N/N=C/c1cccc(O)c1	-3	0.5	0.2	-8	-6	1	x	-122	-9	-2
COc1cc(/C=C2\C(=N)N3N=C(S(C)(=O)=O)SC3=NC2=O)ccc1OC(=O)c1cccs1	0	0.3	-0.3	12	-7	-2	2.3	-80	39	-5
CCCc1nnc(SCC(=O)N2CCCCC2C)n1CCOC (stereo unspecified)	2	-0.4	0.5	0	1	-2	0.3	6	2	-2
CC(=O)Nc1c(N)c2ccccc2oc1=O	-4	-0.5	0.8	-2	-6	3	1.5	11	1	-8
Cc1ccc2oc(=O)c3cnn(CC(=O)N(CCC(C)C)Cc4ccco4)c3c2c1	-1	-0.4	-0.1	0	-4	6	0.1	4	-7	2

Sorted by molecular weight (high to low): part of the list above
SMILES	STEP block	Tb MetRS inh	LMPTP inh	DNMT1 block	E coli Lon inh	SUMO1 PPI mod	MsrA inh	CendR NRP1 mod	Scp1 inh	bovine MsrA act
CCc1nc2ccc(C(=O)Nc3cc(-c4ccccc4)ccc3OC)cn2c1N(C)Cc1ccc(OC)cc1	4	-0.1	16	-17	-1	4	1.4	2	x	-1
CN1C(=O)N(CC(=O)N2CCN(S(=O)(=O)c3ccc(Cl)s3)CC2)C(=O)C12CCCCC2	-3	-0.1	-0.1	3	0	2	-0.5	-2	5	-6
CC(=O)Nc1ccc(S(=O)(=O)Nc2nc3ccccc3nc2N2CCCCCC2)cc1	-3	-0.1	1.8	-5	9	-4	0.4	2	-6	-2
O=C(CSc1nnc(NC(=O)CN2CCOCC2)s1)Nc1ccccc1	0	-1.6	0.1	2	-2	1	-0.4	5	2	-11
Cc1cc(C)c(NC(=O)Cn2nnc(C(=O)NCc3ccco3)c2N)c(C)c1	-5	-1.5	-0.8	5	5	10	-0.9	-1	9	-9
O=C(NCc1cc([N+](=O)[O-])ccc1O)c1cccnc1Sc1ccccc1	2	0.0	1.0	0	1	-11	-0.7	-7	-8	-3
CCOC(=O)COc1ccc(/C=C2\NC(=S)N(CC)C2=O)cc1	-2	-1.1	-2.0	-1	11	-24	0.6	3	5	-7
CC(=O)c1ccc(NC(=O)COC(=O)/C=C/c2cccs2)cc1	-2	-0.3	-0.1	-7	1	-28	3.7	2	-8	-5
CSc1nc(C2CC2)cc(-c2cccs2)c1C#N	1	-1.4	0.6	-1	-5	-4	1.3	2	-18	-10
COc1cc2c(cc1N)-c1ccc(N)cc1C2	-6	-0.5	0.6	-12	12	-1	1.2	-13	5	-1
CC(=O)Nc1c(N)c2ccccc2oc1=O	-4	-0.5	0.8	-2	-6	3	1.5	11	1	-8
CCOc1ccc(/C=N/n2cnnc2)cc1	-1	-2.0	-0.6	2	-20	-2	-0.5	-3	-8	-12

Additional structures follow.
SMILES	STEP block	Tb MetRS inh	LMPTP inh	DNMT1 block	E coli Lon inh	SUMO1 PPI mod	MsrA inh	CendR NRP1 mod	Scp1 inh	bovine MsrA act
CC1CCC2(CC1)NC(=O)N(CC(=O)Nc1ccc3[nH]c(=O)[nH]c3c1)C2=O (stereo unspecified)	2	0.1	1.1	1	-4	4	1.1	-5	-3	1
CCOC(=O)C1CCN(C2=C(NS(=O)(=O)c3ccc(Cl)cc3)C(=O)c3ccccc3C2=O)CC1	0	-0.2	0.6	-10	-4	-20	-0.1	7	2	-1
CCN(CC)Cc1nc2sc(C)c(C)c2c(=O)[nH]1	0	-0.4	-1.1	-3	10	0	2.5	-8	-1	-3
COc1ccc(/C=C/C(=O)OCn2c(SC)nnc(C)c2=O)cc1OC	0	-0.8	0.4	4	7	-16	0.4	9	-2	-8
CC(=O)c1sc(Nc2ccc3c(c2)OCO3)nc1C	2	-0.6	0.9	6	-6	-29	4.3	-11	x	-16
Fc1ccccc1-c1nnc2ccc3ccccc3n12	7	0.6	25	0	-4	12	-0.3	12	-6	-2
C/C(=N\Nc1ccc([N+](=O)[O-])cc1)c1ccc(N2CCOCC2)cc1	4	-0.2	3.2	-6	-14	-11	-0.3	-11	-5	-3
CC(=O)Nc1c(-c2cc(=O)oc3cc(C)ccc23)oc2ccccc12	0	-0.4	-0.7	-1	0	-33	4.9*	-1	-10	0
CCOC(=O)C1CCCN(C(=O)c2ccc(OC)c([N+](=O)[O-])c2)C1 (stereo unspecified)	-1	-0.8	-0.9	5	-7	-2	0.5	4	12	-8
CCn1cc(C(=O)OCC(=O)c2cc(C)n(-c3cccc(C(F)(F)F)c3)c2C)c(=O)c2ccc(C)nc21	5	-0.6	1.0	7	-10	8	0.4	-2	3	-5
CCc1nc2c(OCC(N)=O)cccn2c1N(C)C(=O)c1ccc(OC)cc1	-1	-0.1	-0.4	-2	-2	3	1.3	2	x	-2
O=C(Cn1cc(C(F)(F)F)ccc1=O)N/N=C/c1ccccc1O	1	1.3	-0.9	1	0	-2	0.1	-7	-11	-3
Brc1cccc(OCCN2CCOCC2)c1	1	-1.5	0.3	0	11	1	-0.7	9	-1	-6
Cc1ccc(C(=O)Nc2cc(C(F)(F)F)ccc2-n2cncn2)o1	-2	-0.2	0.4	0	-4	2	1.5	-10	-9	-3
Nc1ccc(C=Cc2ccc(N)cc2)cc1	2	-0.8	-0.8	-51	2	-12	5.2*	-7	x	-15
COC(=O)c1[nH]c2cccc(OC)c2c1NC(=O)CN1CCN(c2cccc(OC)c2)C(C)C1 (stereo unspecified)	0	0.0	1.8	0	-7	-1	1.2	-8	-3	0
COc1cccc(CNC(=O)CCS(=O)(=O)c2ccc3c(c2)NC(=O)C(C)S3)c1 (stereo unspecified)	-2	-0.8	-1.9	14	-5	4	0.8	-1	10	-12
Cc1nc(Cl)c(Cl)n1CCOc1ccccc1	-2	-0.6	-2.8	3	-4	-3	-0.5	-4	0	-2
C#CCNC(=O)C1=C[C@@H](c2coc3ccccc3c2=O)C[C@@H](OCCCCO)O1	0	-0.2	-1.5	3	19*	-2	-0.8	0	-3	-5
NC(=O)c1cnn2c1NC(c1ccc(F)cc1)CC2C(F)(F)F (stereo unspecified)	5	0.1	-1.6	-2	-8	-3	0.3	3	-2	3
Clc1ccc(Nc2nc(-c3ccncc3)cs2)cc1	10	-0.5	22	26	-4	0	0.3	-8	6	-6
COc1cccc(NC(=O)Cn2nnc(C(=O)NCc3cccs3)c2N)c1	9	0.8	-0.3	-2	0	1	0.9	15	-6	0
Cc1cc(C)c(C)c(S(=O)(=O)NCCCN2CCCC2=O)c1C	-4	0.3	-0.5	0	-5	-8	-1.4	7	-7	-4
CCn1c(=N)n(CC(=O)C23CC4CC(CC(C4)C2)C3)c2ccccc21	2	0.2	3.9	-3	0	-3	-0.7	-10	4	0
O=C(COc1ccc2ccccc2c1)N/N=C/c1ccccn1	-7	-0.6	-0.1	0	-5	-8	0.2	37*	-4	-4
COc1cc(NC(=O)CSc2nc3[nH]ncc3c(=O)n2-c2ccccc2C)cc(OC)c1OC	0	-0.7	-1.1	-4	-3	1	-0.8	-1	-4	-4
Cc1ccc([N+](=O)[O-])cc1N/C=C1\CCCCC1=O	6	0.4	2.4	-7	-6	-22	1.9	-20	-3	-3
Nc1ccc(C(CC(=O)O)n2cccc2)cc1 (stereo unspecified)	2	0.2	0.4	15	4	1	1.9	-8	13	-3
Cc1cc(C)nc(NC(=O)c2cc3ccccc3o2)n1	0	-0.8	-0.6	2	-8	-2	-0.6	0	-7	-1

Structural class, the entries above containing bromine.
SMILES	STEP block	Tb MetRS inh	LMPTP inh	DNMT1 block	E coli Lon inh	SUMO1 PPI mod	MsrA inh	CendR NRP1 mod	Scp1 inh	bovine MsrA act
O=C(NCCc1ccccc1)c1ccc(CS(=O)(=O)c2ccc(Br)cc2)o1	0	-0.2	3.4	-1	-3	2	0.7	-2	0	-9
Brc1cccc(OCCN2CCOCC2)c1	1	-1.5	0.3	0	11	1	-0.7	9	-1	-6
